MIN6 prolif – inducers of MIN6 beta-cell proliferation, primary screen, ATP luminescence, uHTS; proliferation, % at 10 µM; MIN6 cells proliferation, ATPlite luminescence, 48 h; cells starved in 0.2% serum; 100% = growth in 10% serum; hit rate 0.29% among 330,000;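 active = compounds whose signal lies at least 3.5 SD above the mean of all wells on their plate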;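 also: 0% = DMSO-treated cells in low-serum medium and 100% = 10% serum control; some compounds called inactive have numbers as strong as hits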
A3A deaminase – APOBEC3A ssDNA deaminase inhibitors, primary screen, selectivity assay for APOBEC3G inhibitor project, biochemical, FAM/TAMRA oligo cleavage fluorescence | DNA dC->dU-editing enzyme APOBEC-3A (Homo sapiens), P31941 | recombinant A3A, FAM/TAMRA ssDNA deamination fluorescence | inhibition, % at 20 µM | hit rate 0.41% among 330,000;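 active = at least 40% inhibition at 20 µM here, with at most 30% in a related deaminase screen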;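 also: plate controls were A3A with DMSO for no effect and wells lacking A3A enzyme for full effect; some results filed as inactive read as strong as hits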
Target sequence (P31941 whole entry, looked up): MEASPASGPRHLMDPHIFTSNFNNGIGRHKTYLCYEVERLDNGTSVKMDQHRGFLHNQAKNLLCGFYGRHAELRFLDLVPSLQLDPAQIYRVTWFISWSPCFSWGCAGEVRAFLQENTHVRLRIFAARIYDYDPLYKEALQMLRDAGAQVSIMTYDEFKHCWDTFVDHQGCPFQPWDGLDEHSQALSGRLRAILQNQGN
hIAP activ – human IAP activators, primary screen, biochemical, luminescence, uHTS. hit rate 0.16% among 330,000. activation factor at 10 µM. purified human IAP, CDP-Star luminescence, 30 min; active compounds read high; 1 = vehicle-only enzyme, 0 = enzyme-free background;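 active = activation factor of the enzyme at least 2-fold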; also: the source names both 10 and 20 µM as test concentration; values of inactives mirror those of a sister screen read the other way
Target sequence (P09923 whole entry, looked up): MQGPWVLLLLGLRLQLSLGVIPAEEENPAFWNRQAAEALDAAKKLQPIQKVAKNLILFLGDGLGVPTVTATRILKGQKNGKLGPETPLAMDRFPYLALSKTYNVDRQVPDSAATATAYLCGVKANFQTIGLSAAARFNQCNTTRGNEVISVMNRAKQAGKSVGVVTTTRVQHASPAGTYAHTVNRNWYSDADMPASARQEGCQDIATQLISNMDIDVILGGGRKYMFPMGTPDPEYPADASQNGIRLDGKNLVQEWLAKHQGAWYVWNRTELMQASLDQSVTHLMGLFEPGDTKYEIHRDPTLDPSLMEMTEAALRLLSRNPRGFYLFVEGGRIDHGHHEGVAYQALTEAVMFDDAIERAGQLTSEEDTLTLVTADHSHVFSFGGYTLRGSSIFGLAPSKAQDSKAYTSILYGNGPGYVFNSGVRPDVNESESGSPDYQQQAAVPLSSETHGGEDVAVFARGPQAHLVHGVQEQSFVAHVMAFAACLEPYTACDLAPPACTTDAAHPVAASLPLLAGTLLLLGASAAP
A3G deaminase – APOBEC3G DNA deaminase inhibitors, primary screen, biochemical, fluorescence, single-stranded DNA substrate, uHTS; DNA dC->dU-editing enzyme APOBEC-3G (Homo sapiens), Q9HC16; recombinant A3G, ssDNA deamination FAM/TAMRA fluorescence; inhibition, % at 20 µM; hit rate 0.28% among 330,000; AID 493012, 2011;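 active = inhibition of at least 40% at 20 µM, with no more than 30% in the related APOBEC3A deaminase screen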;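 also: plate controls were DMSO wells with A3G for no effect and wells lacking A3G enzyme for full effect; some compounds called inactive have numbers as strong as hits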
Target sequence (Q9HC16 whole entry, looked up): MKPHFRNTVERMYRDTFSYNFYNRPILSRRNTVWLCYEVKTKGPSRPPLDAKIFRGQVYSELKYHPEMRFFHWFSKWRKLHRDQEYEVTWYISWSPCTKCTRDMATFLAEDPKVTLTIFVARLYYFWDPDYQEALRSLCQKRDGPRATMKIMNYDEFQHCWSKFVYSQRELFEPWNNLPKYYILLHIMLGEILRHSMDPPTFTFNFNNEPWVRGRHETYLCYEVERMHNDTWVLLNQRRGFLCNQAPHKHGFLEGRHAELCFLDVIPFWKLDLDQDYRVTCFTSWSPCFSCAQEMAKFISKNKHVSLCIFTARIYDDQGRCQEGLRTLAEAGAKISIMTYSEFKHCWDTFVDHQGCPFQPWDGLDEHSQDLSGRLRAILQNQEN
MPTP inh – mitochondrial permeability transition pore inhibitors, primary screen, biochemical, isolated mouse mitochondria, absorbance; Ca2+ swelling absorbance, 30 min; inhibition, % at 10 µM; hit rate 1.4% among 360,000; AID 602449, 2012;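 active = inhibition of 50% or more, scaled per plate between neutral and stimulator controls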;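 also: 0% = DMSO wells given calcium and 100% = 1 mM EGTA wells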
hIAP inh – human IAP inhibitors, primary screen, biochemical, luminescence, uHTS. Intestinal-type alkaline phosphatase (Homo sapiens), P09923. purified IAP, CDP-Star luminescence, 30 min. inhibition, % at 10 µM. hit rate 0.12% among 330,000;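 active = inhibition reaching a set limit with compound at 10 µM in the primary screen, cut at about 35% in these data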;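 also: plate controls were DMSO wells with enzyme for no effect and no-enzyme buffer wells for full effect; values of inactives mirror those of a sister screen read the other way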
GRIN3A LBD mod – binders of NR3A ligand-binding domain, primary screen, biophysical, differential scanning fluorimetry, uHTS; hit rate 2.5% among 340,000; Tm shift relative to glycine control, % at 25 µM; NR3A LBD differential scanning fluorimetry, Tm shift; 0% = protein alone, 100% = glycine-bound protein;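 active = melting temperature shift of at least 10% of the positive control shift, at one fixed dose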
mIAP block – inhibitors of mouse IAP, primary screen, biochemical, luminescence, uHTS. intestinal alkaline phosphatase [Mus musculus]. purified mouse IAP, CDP-Star luminescence, 30 min. inhibition, % at 10 µM. hit rate 0.2% among 330,000. AID 2806, 2010;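 active = inhibition of at least 40% at 10 µM in the primary screen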;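 also: plate controls were DMSO with enzyme for no effect and no enzyme wells for full effect; values of inactives mirror those of a sister screen read the other way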
mIAP act – activators of mouse IAP, primary screen, biochemical, luminescence, uHTS; activation factor at 10 µM; intestinal alkaline phosphatase [Mus musculus]; muIAP, CDP-Star luminescence, 30 min; active compounds read high; 1 = vehicle-only enzyme signal, 0 = enzyme-free wells; hit rate 0.24% among 330,000;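 active = activation factor of at least 2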; also: the source names both 10 and 20 µM as test concentration; values of inactives mirror those of a sister screen read the other way
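Assay system: mouse IAP enzyme; reagent: chemiluminescent substrate CDP-Star; dosing: test compounds delivered from DMSO solution; schedule: 30 min at room temperature; measured by: luminescence from enzymatic CDP-Star hydrolysis; controls: DMSO-only wells and no-enzyme negative control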
* = called active by the depositor; . = not tested or not shown. Hits appear at their usual frequency; overall some 5% were active at least once.

SMILES	MIN6 prolif	A3A deaminase	hIAP activ	A3G deaminase	MPTP inh	hIAP inh	GRIN3A LBD mod	mIAP block	mIAP act
Oc1ccc(/C=N/N2CCCCC2)c(O)c1O	-7	8	1	5	0.7	-2	.	17	0.83
C/C(CC(=O)Nc1ccc(Cl)cc1C(F)(F)F)=N\NC(=O)c1cccs1	-4	3	0.91	-4	2.0	9	-1	-2	1
CC(C)C(=O)Nc1nnc(S(=O)(=O)N2c3ccccc3CC2C)s1 (stereo not given)	-1	0	0.98	-8	0.8	2	4	4	0.96
O=C(CCC1CCCC1)NNC(=O)COc1ccc(Br)cc1	-2	-2	1.6	-3	-0.2	-62	-1	1	0.99
Cc1ccc(-n2c(SCC(N)=O)nc3c([nH]c4ccccc43)c2=O)cc1	3	-1	0.98	-8	-1.2	2	0	-8	1.1
COCCNC(=O)Cn1cnc2sc(C)c(S(=O)(=O)N3CCC(C)CC3)c2c1=O	-1	0	0.91	-4	-0.3	9	-4	6	0.94
COc1cc(OC)cc(C(=O)NC(=S)Nc2ccc(Cl)c(C(=O)O)c2)c1	-1	-1	0.94	-6	-1.3	6	-6	4	0.96
c1ccc(-c2nc(NCc3ccco3)c3ccccc3n2)nc1	-4	1	1	-1	-1.5	-3	-1	16	0.84
O=[N+]([O-])c1ccccc1N/N=C/c1c[nH]c2ccccc12	-1	3	0.94	-2	9.1	6	16*	18	0.82
NCCNC(=O)c1c(NC(=O)c2ccccc2)sc2c1CCCC2	-5	0	1	1	3.3	0	-1	-7	1.1
CC(C)N1CCC(N2CCN(Cc3ccc4nonc4c3)CC2CCO)CC1 (stereo not given)	1	4	1.2	0	1.1	-22	0	-2	1
Brc1cc(Br)c2nc(-c3cccs3)ccc2c1	-2	-2	0.87	-4	12	13	3	12	0.88
C[C@H](CO)N1C[C@H](C)[C@@H](CN(C)S(=O)(=O)c2ccccc2)Oc2ccc(NC(=O)NC3CCCCC3)cc2C1=O	4	-5	0.98	-6	1.9	2	-6	-302	4*
COC(=O)c1ccc(CNC(=O)CSC2=NCCS2)cc1	2	-2	1	0	-2.2	-4	3	-1	1
N#Cc1c(SCC(=O)Nc2cccc(F)c2)sc2c(O)cc(=O)[nH]c12	1	13	0.84	-3	-2.8	16	0	29	0.71
COC(=O)c1ccc(C)c(NC(=O)CCCN2C(=O)CN(C)C2=O)c1	-4	37	1.2	-7	0.4	-16	-2	-11	1.1
CCOc1ccccc1N(CC(=O)NCCSc1ccccn1)S(=O)(=O)c1ccc(C)cc1	-4	-5	1	-10	-1.6	-3	0	7	0.93
Brc1cc2[nH]cnc2c2ccccc12	2	1	0.89	-3	-0.6	11	-31	8	0.92
Cc1ccc(C(=O)N2N=C3c4ccccc4S(=O)(=O)N3[C@H]2N(C)C)cc1	-2	3	0.86	-5	1.1	14	-1	6	0.94
CC(=O)NNc1ncnc2c1cnn2-c1ccc(C)c(Cl)c1	-2	-7	1.6	0	-4.4	-57	-1	-18	1.2
CCOC(=O)c1c(C)oc2ccc(NS(=O)(=O)c3cccs3)cc12	1	-7	1.1	-5	0.7	-14	-23	-3	1
O=c1c2c(nc3nc(COc4ccccc4)[nH]n13)CCC2	1	-2	0.82	-8	-2.7	18	0	10	0.9
CCOC(=O)c1ccc2c(c1)nc(SC(C)C(=O)NCC1CCCO1)n2CC (stereo not given)	-1	-3	1.1	-7	1.2	-7	1	6	0.94
O=C(NCCCc1ccccc1)c1cc(COc2ccc(F)cc2Cl)on1	-2	-5	1	-7	-2.3	-2	-7	9	0.91

As entered above:
CCOc1ccccc1N(CC(=O)NCCSc1ccccn1)S(=O)(=O)c1ccc(C)cc1 @ mIAP block = 7
CC(=O)NNc1ncnc2c1cnn2-c1ccc(C)c(Cl)c1 @ mIAP act = 1.2
CCOC(=O)c1c(C)oc2ccc(NS(=O)(=O)c3cccs3)cc12 @ A3A deaminase = -7

New compounds follow
SMILES	MIN6 prolif	A3A deaminase	hIAP activ	A3G deaminase	MPTP inh	hIAP inh	GRIN3A LBD mod	mIAP block	mIAP act
O=C(NC1CCOCC1)C1CCC(=O)N(CCc2cccc(F)c2)C1 (stereo not given)	2	-4	1.1	-4	-0.4	-7	-3	-3	1
CCOc1ccc([C@@H]2CC=C(C(=O)O)[C@H](c3ccc(F)cc3)N2S(=O)(=O)c2ccc(C)cc2)cc1	-1	1	1	-2	-2.4	-1	0	-1	1
O=C(CN1CCN(S(=O)(=O)c2ccc(F)c(Cl)c2)CC1)N1CCNC1=O	-1	-3	1.1	3	-0.8	-14	0	13	0.87
Cc1ccc(OCC(O)CN2CCc3ccccc3C2)c(C)c1 (stereo not given)	-1	-4	1.2	-3	-0.3	-21	0	2	0.98
COc1ccccc1Oc1ccc(N/C=C/C(=O)c2ccc(C)o2)cc1	-5	1	1.1	-2	26	-12	0	3	0.97
CC(C)C(C)NC(=O)COc1ccc(S(=O)(=O)N2CCOCC2)cc1[N+](=O)[O-] (stereo not given)	-3	0	1	-9	-0.3	-4	5	-9	1.1
CNC(=O)c1csc(-c2ccc(C)cc2)n1	-3	0	1.1	-3	2.1	-5	-5	0	1
Cc1cc(NC(=O)CSCC(=O)Nc2nc3ccc(F)cc3s2)no1	0	-2	1.1	-3	-0.8	-6	0	-3	1
COc1ccccc1C(=O)Nc1ccc2c(c1)nc1n2CCN(Cc2ccccc2)C1	-1	-4	1.1	-9	-1.8	-10	-2	3	0.97
COc1ccc(NC(=O)N[C@@H](CCSC)C(=O)O)cc1Cl	-2	-3	1.1	-1	-8.4	-7	1	0	1
Cc1csc(N(C)C(=O)CSc2nnc(COc3ccccc3C)o2)n1	2	-5	1.1	-6	1.2	-13	6	-5	1.1
O=C1NC(=S)S/C1=C/c1ccc(Oc2cnccn2)cc1	-3	-2	0.98	0	15	2	-4	6	0.94
CCCNc1nc(OC(C(F)(F)F)C(F)(F)F)nc(OC(C(F)(F)F)C(F)(F)F)n1	-2	0	1.2	-4	28	-23	-17	-6	1.1
Cc1ccc2c(ccc[n+]2CC(=O)c2ccccc2)c1	2	1	0.9	-2	-0.4	10	-6	8	0.92
Cc1ccc(C(=O)NN2C(=O)C3C(C2=O)C2C=CC3C23CC3)cc1 (stereo not given)	0	-3	0.98	1	-1.8	2	-21	3	0.97
COC(=O)[C@@]12CCCCN1[C@H](c1ccc(-c3ccc(F)cc3)c(OC)c1)[C@@H]1C(=O)N(C)C(=O)[C@@H]12	-7	-1	0.93	-7	4.7	7	-6	9	0.91
c1ccc2c(c1)OCC(c1nn3c(Cn4nnc5ccccc54)nnc3s1)O2 (stereo not given)	-2	2	1.2	19	-0.7	-18	-1	8	0.92
O=C(NN=C1CCN(Cc2ccccc2)CC1)c1cc(Br)ccc1O	5	-4	1	-8	1.3	-4	-4	10	0.9
CNC(=O)CSc1nnc(-c2ccco2)n1-c1ccccc1OC	-3	3	1.1	3	-2.1	-8	0	-13	1.1
COc1cc(C(=O)Nc2nc(-c3ccc(C)cc3)cs2)ccc1OCC(=O)N1CCOCC1	-3	-1	0.95	-3	3.5	5	-6	5	0.95
Cc1cc(C(=O)CSc2nnnn2-c2ccc(O)cc2)c(C)n1Cc1ccc2c(c1)OCO2	-5	-1	0.91	-4	3.6	9	5	8	0.92
NC(=O)C1CCN(C(=O)Cn2cccc2C(=O)c2ccccc2)CC1	1	-1	0.95	-6	0.2	5	-3	1	0.99
O=C(C1CCCN(S(=O)(=O)c2ccccc2[N+](=O)[O-])C1)N1CCCC1 (stereo not given)	1	-4	0.86	-7	0.7	14	-6	4	0.96
CC1=CC(C)(C)N(C(=O)CN2C(=O)CCC2=O)c2ccc(C)cc21	1	3	1.1	-8	1.2	-11	-2	0	1
CN(CC(=O)Nc1ccc2c(c1)OCO2)S(=O)(=O)c1cccs1	0	3	0.93	0	0.9	7	0	7	0.93
COc1ccc(-c2[nH]c(-c3ccc(F)cc3)nc2SCC(=O)NC2CCCC2)cc1	-2	-7	1	-15	0.7	-3	4	-50	1.5
O=C(O)CC1S/C(=N/N=C/c2ccc(-c3ccc(Cl)cc3[N+](=O)[O-])o2)NC1=O (stereo not given)	1	5	0.92	0	0.2	8	4	30	0.69
COc1ccc(C(=O)COC(=O)CCc2ccccc2)cc1	-5	-2	1	-3	1.6	0	3	9	0.91
COc1cc(OC)c(OC)cc1/C=N/NC(=O)CC1C(=O)NN=C1C (stereo not given)	3	-1	1.1	-3	-0.2	-7	2	5	0.95
COC1CCN(C(=O)c2ccc3oc(C(C)C)nc3c2)CC1	-1	-3	1.2	-7	0.4	-18	-2	6	0.94
O=C1CC(N2CCC(c3nc4ccccc4[nH]3)CC2)C(=O)N1Cc1ccccc1 (stereo not given)	-1	2	0.96	-3	2.3	4	1	-7	1.1
O=C(C1=C[C@H](C2CC2)C[C@H](OCc2ccc(CO)cc2)O1)N1CCOCC1	3	0	1.1	0	-0.1	-9	1	0	1
CC(=O)N1CCN=C1SCc1c(F)cccc1Cl	0	2	1.1	0	0.9	-9	2	2	0.98
Cc1ccc(NC(=O)N2CCC(NC(=O)C(C)(C)C)CC2)cc1	-1	1	0.77	-5	-1.7	24	0	-1	1
O=C(CN1CC(=O)Nc2ccccc21)NCCc1ccc(Cl)cc1Cl	-3	1	1	-11	-0.5	-4	-6	-6	1.1
Cc1nnc(NC(=O)C2CCCN(S(=O)(=O)Cc3ccccc3)C2)s1 (stereo not given)	-1	-4	0.93	-4	-1.6	8	0	-4	1

Random excerpt: 2 records from the list
SMILES	MIN6 prolif	A3A deaminase	hIAP activ	A3G deaminase	MPTP inh	hIAP inh	GRIN3A LBD mod	mIAP block	mIAP act
Cc1nnc(NC(=O)C2CCCN(S(=O)(=O)Cc3ccccc3)C2)s1 (stereo not given)	-1	-4	0.93	-4	-1.6	8	0	-4	1
COc1ccc(-c2[nH]c(-c3ccc(F)cc3)nc2SCC(=O)NC2CCCC2)cc1	-2	-7	1	-15	0.7	-3	4	-50	1.5

Next structures:
SMILES	MIN6 prolif	A3A deaminase	hIAP activ	A3G deaminase	MPTP inh	hIAP inh	GRIN3A LBD mod	mIAP block	mIAP act
O=C(Nc1nc(-c2ccc(Cl)cc2Cl)cs1)C1CCCO1 (stereo not given)	1	0	1	1	-1.0	0	-13	-3	1
COc1ccc2c(C)c(CCC(=O)NCCCN3CCCC3=O)c(=O)oc2c1C	-1	1	0.97	-6	-0.4	3	0	2	0.98
Cc1ccc(S(=O)(=O)/N=S(/C)c2ccccc2)cc1 (stereo not given)	-1	-1	0.99	-3	-4.7	1	1	-5	1.1
O=C(NCCN1CCc2ccccc2C1)C1CC(=O)N(C2CCCC2)C1 (stereo not given)	2	3	0.92	0	-0.1	8	1	-13	1.1
COc1ccc(/C=C/C(=O)c2ccccc2)c(OC)c1	-3	-1	1.1	-2	1.1	-7	-4	3	0.97
Cc1cc(=O)n2nc(N3CCCC3C(=O)Nc3ccccc3C)sc2n1 (stereo not given)	1	-7	1.1	-14	-2.1	-11	-2	5	0.95
ClCc1csc(N/N=C/c2cccs2)n1	-4	-8	1.2	-9	.	-22	.	17	0.83

Compound activity deposited in PubChem BioAssay by Sanford-Burnham Center for Chemical Genomics.
